# Pf growth 96h: P. falciparum growth inhibition at 96 hour, primary screen for plastid delayed-death inhibitors; P. falciparum luciferase reporter growth, 96 h; Potency, µM (highest dose often 28.7 µM), for inactives: at the top dose activity change, negative = inhibition, actives largely listed as inhibitors; hit rate 6.9% among 320,000; AID 504834; further: potency means the concentration at half of the fitted maximal effect; on the % scale 0 is the no-effect control and ±100 the full control effect
#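 Erythrocytes infected with luciferase-expressing P. falciparum were dispensed at 2% hematocrit and 0.05% parasitemia (final), then incubated with compounds 96 hours at 37 C in 5% CO2. Luminescence after detection reagent addition reported growth.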
# CHX counter: counter-screen hit for Shiga toxin inhibitors, cycloheximide | cell reporter, cycloheximide protein synthesis inhibition counterscreen | AID 2314 | hit rate 12% among 300,000 | max response, %; in the data active means max response mostly above about 13%, no sharp cut-off; inactive means mostly below about 14%; further: read at 38.3 µM for the half of the compounds with a filed dose; 0% is about no effect
# AMA1 RON2 block: AMA1-RON2 (P. falciparum) interaction inhibition. Potency, µM (titrated, usually from 58.2 µM), without a hit: top-dose activity change, negative = inhibition, most hits filed as inhibitors. AID 720542. AlphaScreen AMA1-biotinylated RON2 peptide binding. hit rate 0.2% among 360,000;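 further: potency means the concentration at half of the fitted maximal effect; 0% = vehicle wells and -100% = peptide control; nearly all actives have a fitted effect of over 45% in size; some results filed as inactive show a strong effect at the top dose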
#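 AMA1 (3D7) with his tag at 25 nM final met compounds first, then biotinylated RON2 peptide at 25 nM; detection used donor plus acceptor beads, 10 µg/mL apiece, read by AlphaScreen after 30 min at room temperature.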
# LmPK inh: inhibitors of Leishmania mexicana pyruvate kinase. Q27686. purified LmPK, Kinase-Glo ATP luminescence, 1 h. Potency, µM (highest dose often 57.5 µM), without a hit: top-dose activity change, negative = inhibition, usual class: inhibitors. hit rate 0.37% among 290,000; further: potency means the concentration at half of the fitted maximal effect; on the % scale 0 is the no-effect control and ±100 the full control effect
# Target sequence (Q27686 whole entry, looked up): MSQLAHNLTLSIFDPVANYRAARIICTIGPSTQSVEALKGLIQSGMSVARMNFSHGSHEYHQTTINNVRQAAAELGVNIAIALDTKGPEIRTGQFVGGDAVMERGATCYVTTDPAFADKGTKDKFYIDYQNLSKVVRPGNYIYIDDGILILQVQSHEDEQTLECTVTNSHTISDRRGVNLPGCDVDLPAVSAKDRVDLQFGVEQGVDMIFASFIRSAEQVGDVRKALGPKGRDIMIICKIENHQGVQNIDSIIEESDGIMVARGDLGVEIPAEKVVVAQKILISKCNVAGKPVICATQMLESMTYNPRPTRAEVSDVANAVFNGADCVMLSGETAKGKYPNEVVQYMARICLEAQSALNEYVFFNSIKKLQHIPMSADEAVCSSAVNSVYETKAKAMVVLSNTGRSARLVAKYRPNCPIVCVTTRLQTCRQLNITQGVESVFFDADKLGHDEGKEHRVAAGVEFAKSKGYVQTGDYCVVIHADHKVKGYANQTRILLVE
#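 Screened at intermediate enzyme activity to detect both inhibitors and activators: LmPK at 0.1 nM, with a 0.5 nM enzyme column as activation reference. PEP 0.5 mM, ADP 0.1 mM; ATP detected by luminescence after 1 h.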
# Shiga toxin inh: inhibitors of Shiga toxin in Vero cells. Vero cells, Shiga toxin protein synthesis inhibition reporter. inhibition, % at 38.7 µM. hit rate 9.2% among 290,000; in the data active means inhibition mostly above about 28%, no sharp cut-off; inactive means mostly below about 43%; further: 0% is about no effect
# Pf growth 48h: P. falciparum growth inhibition at 48 hours (one generation). P. falciparum luciferase growth in erythrocytes, 48 h. Potency, µM (highest dose often 28.7 µM), for inactives: at the highest dose activity change, negative = inhibition, most hits filed as inhibitors. hit rate 5.9% among 310,000. AID 504832; further: potency means the concentration at half of the fitted maximal effect; on the % scale 0 is the no-effect control and ±100 the full control effect
#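 Parasite viability was followed by luminescence of a genomically integrated firefly luciferase. Cultures held 0.1% parasitemia at 2% hematocrit (final), incubated under 5% CO2 at 37 C.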
# Tb PYK inh: T. brucei pyruvate kinase inhibition; Q57TT1; TbPYK enzyme, Kinase-Glo Plus ATP luminescence, 45 min; Potency, µM (top dose mostly 76.8 µM), for inactives: at the highest dose activity, negative = inhibition, actives largely listed as inhibitors; hit rate 0.12% among 410,000; further: potency means the concentration at half of the fitted maximal effect; on the % scale 0 is the no-effect control and ±100 the full control effect; nearly all actives have a fitted effect of over 50% in size
#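 Activity of T. brucei pyruvate kinase was followed by Kinase-Glo Plus luminescence after the enzyme reacted 45 min at room temperature with 130 uM ADP (final) and substrate. Test compounds were added before ADP at multiple concentrations.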
# An asterisk follows results filed as active; i = inactive; ? = inconclusive; / = not tested or not shown; & = joins results of further samples; [ ] = another dose, or the depositor's remark. Unless noted, the call rests on the fitted dose curve; in most records, active means well fitted curve in the direction sought with a large enough effect; inconclusive means small, poorly fitted or top-dose-only effect, or another doubt; inactive means no such curve, though single readings can be large; an effect the other way counts as inactive or inconclusive.
# The first 3 compounds (preview)
molecule,CHX counter,LmPK inh,Shiga toxin inh,AMA1 RON2 block,Tb PYK inh,Pf growth 96h,Pf growth 48h
CS(=O)(=O)N1CCC(C(=O)Nc2ccc(OCc3ccccc3)cc2)CC1,0,4%,23,10%,1%,/,-9%
Cc1ccccc1CNC(=O)CCNS(=O)(=O)c1ccc(OC(F)(F)F)cc1,/,/,/,1%,8%,6%,-14%
Cc1ccsc1/C=N/NC(=O)CNC(=O)c1ccc(S(=O)(=O)N2CCOCC2)cc1,13,0%,0,-1%,-4%,-1%,?

# The listing, repeating the preview:
molecule,CHX counter,LmPK inh,Shiga toxin inh,AMA1 RON2 block,Tb PYK inh,Pf growth 96h,Pf growth 48h
CS(=O)(=O)N1CCC(C(=O)Nc2ccc(OCc3ccccc3)cc2)CC1,0,4%,23,10%,1%,/,-9%
Cc1ccccc1CNC(=O)CCNS(=O)(=O)c1ccc(OC(F)(F)F)cc1,/,/,/,1%,8%,6%,-14%
Cc1ccsc1/C=N/NC(=O)CNC(=O)c1ccc(S(=O)(=O)N2CCOCC2)cc1,13,0%,0,-1%,-4%,-1%,?
CCOC(=O)CC1CCCCN1Cc1cn[nH]c1-c1ccc(F)cc1F (centres undefined),0,3%,-12,4%,5%,-7%,13%
CCOC(=O)CC1C(=O)NCCN1C(=O)c1c(F)cccc1F (centres undefined),-1,-2%,20,-3%,-2%,24%,/
CO/N=C/C(C#N)=C/c1cc(C(=O)c2ccccc2)cn1C,5,2%,-5,-4%,3%,2.9µM*,?
COc1cccc(-n2c(-c3ccccc3)c[nH]c2=S)c1,-10,?,-1,43%[activator],?,-30%,-21%
COc1ccc(C(=O)Nc2ccc(Nc3ccccc3)cc2)cc1[N+](=O)[O-],-4,4%,-5,-30%,2%,-7%,10%
CC1(C)NC(=O)N(CCCCOc2ccc(Cl)cc2C=O)C1=O,13,0%,9,4%,-3%,42%[activator],?
COc1ccc(CNC(=O)CN(Cc2ccc(C)cc2)C(=O)c2csnn2)cc1,-7,-8%,16,-1%,11%,-18%,-1%
Cc1ccc(/C=N/NC(=O)CSc2nc3ccccc3o2)cc1,39*,0%,84*,69%[activator],6%,365%[activator],275%[activator]
Clc1cccc(Cl)c1CN1CCN(c2ccccc2)CC1,-4,0%,-12,?,9%,39%[activator],/
CCN(C(=O)c1cccc(Br)c1)C1CCS(=O)(=O)C1 (centres undefined),/,/,/,15%,-3%,13%,1%
C#CCNC(=O)C1=C[C@H](c2ccc3c(c2)OCO3)C[C@H](OCc2ccc(CO)cc2)O1,18*,3%,20,15%,1%,?,?
CC(C)c1ccccc1NC(=S)NCC1(N(C)C)CCCCC1,-1,-3%,-16,36%[activator],1%,?,?
Fc1ccc(N=c2ssnc2Cl)c(F)c1,19*,-26%,43,-10%,14µM*,17%,?
O=C(NCCC1CCCCN1S(=O)(=O)c1ccc(F)cc1)C(=O)Nc1ccccc1F (centres undefined),/,/,/,18%,-5%,?,-1%
Cc1c(C(=O)NCCCN2CCOCC2)sc2nc(-c3ccccc3)cn12,-2,-1%,13,/,/,?,-5%
O=C(NCCCn1ccnc1)c1ccc2ccccc2c1,1,-5%,15,4%,-11%,12µM*,1%
CN1CC=C2C(C#N)=C(N)C(C#N)(C#N)[C@H](c3cccs3)[C@H]2C1,-3,0%,4,-2%,0%,-25%,-10%
Cc1nnc(SCC(=O)c2cc(C)n(-c3ccc4c(c3)OCO4)c2C)s1,18*,5%,36*,-18%,-12%,-13%[5.75 µM],?
S=c1[nH]nc(-c2cccnc2)n1/N=C/c1ccc(Br)s1,-1,-2%,1,90%[activator],?,-22%,-8%
O=C(CCn1cnnn1)Nc1ccccc1,9,8%,22*,-5%,-3%&0%,43%[activator],14%
Cn1c(=O)c2c(nc(Br)n2CCCc2ccccc2)n(C)c1=O,-3,1%,-1,-5%,0%,6%[5.75 µM],7%
CN(C(=S)NC1CCCCC1)C1(c2ccccc2Cl)CCCCC1=O (centres undefined),-8,-1%,-11,-11%,1%,?,12µM*
O=C(COCc1nc2ccccc2c(=O)[nH]1)NC1CCCC1,-3,-2%,7,14%,1%,?,21%
O=C(OCC(=O)N1CCN(C(=O)COC(=O)c2ccc(O)cc2O)CC1)c1ccc(O)cc1O,/,/,/,13%,1%,?,?
O=C(NNC(=O)c1ccccc1O)c1ccc(Br)cc1,44*,-5%,/,29%,-1%,-5%,-11%
CCC(C)NC(=O)Nc1ccc(Br)cc1 (centres undefined),32*,-2%,79*,1%,1%,?,14%[5.75 µM]
CC(=O)N(C(C)=O)c1c(C#N)c(C)n(-c2ccccc2)c1C(=O)c1ccccc1,4,-1%,12,1%,-9%,54%[activator],8%
O=C(O)CCc1ncc(C(F)(F)F)cc1Cl,-2,5%,-6,?,3%,-3%,/
O=C(NC1CCCC1)C1CCCN1C(=O)Nc1ccc(Cl)cc1 (centres undefined),-3,2%,15,-23%,-1%,-25%,27%
CCC(C)NC(=O)N[C@@H](CCSC)C(=O)OC (some centres undefined),-8,-2%,-35,-2%,-1%,/,5%
O=C(OCc1ccc(F)cc1)c1cc2ccccc2cc1O,8.6*,-4%,15,5%,-6%,?,1%
Cc1cc(-c2ccccc2)nc(Oc2ccc(C(C)(C)C)cc2)c1S(C)(=O)=O,-1,-1%,-3,5%,-3%,13µM*,?
COc1ccc(N2CCN(CCNC(=O)Nc3ccc(Cl)cc3)CC2)cc1,10,3%,11,-12%,-5%,?,/
COc1ccc(N2CCN(CCCn3c(=S)[nH]c4ncccc4c3=O)CC2)cc1,-4,8%,-1,11%,-3%,13µM*,/
COc1ccc(C(C)=O)cc1COC(=O)c1ccc2ccccc2n1,2,3%,-16,14%,-4%,29%,-4%
CC(C)OC(=O)c1ccccc1C(=O)c1ccc(N)c([N+](=O)[O-])c1,-3,0%,-7,-14%,6%,71%[activator],?
O=C(NCc1ccccc1Cl)C1CCN(S(=O)(=O)c2cccc3nonc23)CC1,8,0%,10,26%,13%,-7%,5%
C[C@H](NC(=O)c1ccco1)C(=O)NCc1cccs1,/,/,/,1%,-7%,-27%,-22%
O=C(NCCc1ccc(Cl)cc1)c1ncn[nH]1,13,8%,35,29%,2%,?,-19%
Cc1cccc(NC(=S)NC2CCCC2)n1,-1,1%,3,-1%,-20%,-14%,-17%
COC(=O)COc1cccc2c(=O)n(CC(=O)NCc3ccccc3)ccc12,-2,2%,-4,-3%,-18%,12%,1%
CCS(=O)(=O)N1Cc2ccccc2CC1C(=O)Nc1nnc(SCc2ccc(C#N)cc2)s1 (centres undefined),-2,2%,5,26%,-9%,-9%,-16%
COc1ccc(N2C(=O)CN=C2Nc2nc(C)cc(C)n2)cc1,-2,2%,1,-4%,4%,59%[activator],28%
C=CCN1C(=O)NC2(CCCCC2)C1=O,-1,1%,-10,-3%,1%,?,-7%
Cc1ccccc1Nc1c(-c2ccc(N3CCOCC3)cc2)nc2cnccn12,25*,6%,73,2%,-4%,-21%,-11%
NS(=O)(=O)c1ccc(NC(=O)CSC2CCCCC2)cc1,15,1%,40,-8%,-14%,-1%[5.75 µM],3%
CCCCCOC(=O)C1[C@H]2C(=O)N(Cc3cccs3)C[C@]23C=C[C@H]1O3 (some centres undefined),-2,12%,-16,2%,-4%,?,/
COc1ccc(NC(=O)CC2C(=O)N(c3ccc(OC)cc3)C(=O)N2CCc2cccs2)cc1 (centres undefined),-5,3%,-7,-3%,1%,134%[activator],-12%
Cc1oc(C(=O)O)cc1COc1ccccc1Cl,7,-2%,-13,-12%,-2%,-17%,12%
N#Cc1c(Sc2ncc(C(F)(F)F)cc2Cl)nsc1C/C=N\OCc1c(F)cccc1Cl,7,0%,33,?,0%,/,?
Cc1cccc(C)c1NC(=O)CSc1nnc(-c2ccccc2)n1Cc1ccc2c(c1)OCO2,-1,-5%,-17,-5%,-10%,5%,-15%
CCOC(=O)CCC(NC(=O)c1ccc(NCN2C(=O)c3ccccc3C2=O)cc1)C(=O)OCC (centres undefined),-6,10%,-24,-4%,-8%,4.1µM*,/
COc1ccc(CCN2CN(S(=O)(=O)c3ccccc3)c3nc4ccccc4nc32)cc1OC,-4,3%,-13,-1%,-9%,?,?
Cc1cc(N2C(=O)C3C4CCC(C4)C3C2=O)no1 (centres undefined),-2,7%,10,?,2%,76%[activator],21%
O=C1CC(c2ccc(F)cc2)SC(N(c2ccccc2)c2ccccc2)=N1 (centres undefined),-1,1%,-3,-6%,-1%,0%,13%
COc1ccc(-c2csc(NC(=O)CSCC(=O)Nc3cc(C)on3)n2)cc1,/,/,/,7%,9%,0%,44%[activator]
O=c1cc(CO)occ1OCc1ccccc1,9,-5%,11,-8%,5%,/,37%[activator]

# Following part.
molecule,CHX counter,LmPK inh,Shiga toxin inh,AMA1 RON2 block,Tb PYK inh,Pf growth 96h,Pf growth 48h
CCOC(=O)[C@H]1[C@H]2COc3ccc(Cl)cc3[C@@H]2N2C(=O)c3cc(F)c(F)cc3NC(=O)[C@@]12C,/,/,/,-27%,-6%,?,?
CC(C)Oc1ccc(CCC(=O)NNC(=S)NCc2ccccc2)cc1,9,4%,3,54%[activator],-7%,?,1.7µM*
Oc1c(C=C2N=c3ccccc3=N2)sc(=S)n1-c1ccc(F)cc1,0&-2,1%&-7%,13&-8,21%&13%,-8%&-13%,?,-26%&31%
CCN1CCN(c2ccc(S(=O)(=O)N3CCOCC3)cc2NC(=O)CCSC)CC1,/,/,/,65%[activator],0%,-15%,?
S=C(NCCc1ccccc1)N1CCOCC1,40*,0%,75*,-10%,2%,62%[activator],32%[activator]
C=CCNC(=O)C1CC=CCC1C(=O)O (centres undefined),1,-5%,-1,-3%,6%,7%,22%
COc1cc2c(cc1OC)CN(C(=O)COc1ccccc1C#N)CC2,22*,-4%,19,-2%,-4%,?,?
Clc1ccc(-c2cn3c(n2)SCC3)cc1,38*,8%,162*,11%,2%,?,i
CON(C)S(=O)(=O)c1cccc(C(=O)Oc2ccc(N(C)S(=O)(=O)c3ccccc3)cc2)c1,-2,5%,-2,-22%,-3%,-5%,7%
COC(=O)/C=C\C(=O)Nc1cccc([N+](=O)[O-])c1,58*,-14%,27,5%[2.32 µM],?,/,32%[activator]
O=C(C1CC(=O)N(C2CCCC2)C1)N1CCC(Cc2ccccc2)CC1 (centres undefined),6,-5%,7,-1%,7%,4%,1%
COc1ccc(C2Nc3ccccc3NC3=C2C(=O)CC(C)(C)C3)c(OC)c1OC (centres undefined),-3,-7%,-4,1%,-2%,?,-17%
Cn1c(/C(C#N)=C(\O)c2ccc(Cl)s2)nc2ccccc21,20,3%,14,80%[activator],-7%,23%,0%
Cn1c(=O)c(-c2ccccc2)nc2ccccc21,12,2%,18,9%,1%,20%,38%[activator]

# Assay outcomes (PubChem BioAssay)
